# High-throughput results (PubChem)
# SIAE inh: inhibitors of human sialic acid acetylesterase SIAE | inhibition, % at 9.66 µM | Q9HAT2 | hit rate 0.69% among 370,000 | SIAE FP-Rh probe binding, fluorescence polarization | AID 1053197;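 active = inhibition above a cutoff: mean of compounds within the control limits plus 3 SD of those, cut at about 17% in these data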;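 note: 0% = plate median of compound wells and 100% = probe without SIAE protein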
# Target sequence (Q9HAT2 whole entry, looked up): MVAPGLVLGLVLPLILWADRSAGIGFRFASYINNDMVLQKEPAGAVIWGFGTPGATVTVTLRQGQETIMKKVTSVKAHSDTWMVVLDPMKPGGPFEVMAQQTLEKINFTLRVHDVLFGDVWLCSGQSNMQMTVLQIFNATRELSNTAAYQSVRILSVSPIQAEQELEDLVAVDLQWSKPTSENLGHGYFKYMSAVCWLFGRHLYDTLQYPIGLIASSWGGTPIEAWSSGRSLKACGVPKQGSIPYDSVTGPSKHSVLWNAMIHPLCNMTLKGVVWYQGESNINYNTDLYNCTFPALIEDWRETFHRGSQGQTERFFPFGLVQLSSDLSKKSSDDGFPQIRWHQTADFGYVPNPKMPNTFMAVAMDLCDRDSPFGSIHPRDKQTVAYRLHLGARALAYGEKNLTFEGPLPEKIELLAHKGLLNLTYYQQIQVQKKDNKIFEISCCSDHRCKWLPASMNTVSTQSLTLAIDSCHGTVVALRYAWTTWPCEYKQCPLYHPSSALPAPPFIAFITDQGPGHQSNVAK
# NPR2 activator: GC-B (human) receptor activation | P20594 | HEK293-GC-B cells, CNP EC30, cGMP TR-FRET; 0% at EC30 CNP, 100% saturating CNP | activation, % at 10 µM | hit rate 0.11% among 370,000 | AID 1920062;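 active = activation at 10 µM reaching about 35% in either raw or pattern-adjusted values, limit read from the data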
# LEDGF integ inh: blocks HIV-1 LEDGF/p75-dependent DNA integration. TR-FRET IN-LEDGF/p75 DNA integration, Eu/Cy5. inhibition, % at 3.7 µM. hit rate 0.64% among 370,000. AID 743269;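 active = inhibition above the screen-wide mean plus 3 SD, cut at about 13% in these data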;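 note: signal is the Cy5 over europium emission ratio at 671 and 618 nm; 0% = plate median of compound wells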
# HTRA1 inhibitor: HTRA1 (human) protease inhibition. Q92743. recombinant HTRA1, FP-rhodamine activity-based probe, fluorescence polarization. inhibition, % at 5.96 µM. hit rate 0.5% among 340,000. AID 504803; in the data active = inhibition above about 36%;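 note: 0% = enzyme with DMSO and 100% = wells lacking enzyme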
# MBD2 DNA inh: inhibitors of human MBD2 binding to methylated oligonucleotide | Q9UBB5 | TR-FRET | inhibition, % at 4.4 µM | hit rate 0.31% among 370,000; in the data active = inhibition above about 13%
# mABHD4 FP: inhibitors of mouse ABHD4 | hit rate 0.54% among 370,000 | inhibition, % at 8.92 µM | Q8VD66 | purified mABHD4, FP-Rh probe fluorescence polarization;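 active = inhibition exceeding the mean over every tested compound plus 3 SD, cut at about 30% in these data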;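 note: 0% = plate median of compound wells and 100% = S159A mutant with DMSO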
#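 system = mouse ABHD4 enzyme, wild type | medium = HEPES pH 7.0, NaCl, Pluronic buffer | also added = FP-Rh probe | incubation = Enzyme–compound pre-incubation 45 min, then probe 60 min, both 25 °C | technique = fluorescence polarization, excitation 525 nm, emission 598 nm, BODIPY TMR filters | controls = S159A mutant high control, sample median low control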
# PRMT1 inh: inhibitors of human PRMT1; Q99873; recombinant PRMT1, activity-based probe fluorescence polarization; inhibition, % at 2.79 µM; hit rate 1.3% among 370,000; AID 652257;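 active = inhibition above about 21% made by adding two undisclosed values, limit read from the data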
# rCAG RNA binder: r(CAG) repeat RNA binding. TO-PRO-1 dye displacement fluorescence. inhibition, % at 3 µM. hit rate 1.3% among 370,000;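 active = inhibition above the plate cutoff, the mean of all test compounds on that plate plus 3 SD, cut at about 35% in these data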;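 note: 0% = DMSO alone and 100% = 100 µM mitoxantrone as full dye displacement; higher means more dye released from RNA so lower well fluorescence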
# TCR CD3 inh: inhibitors of human TCR-CD3 interaction. inhibition, % at 9.4 µM. hit rate 0.37% among 360,000. TAMRA-labeled TCR probe fluorescence, biochemical; in the data active = inhibition above about 19%;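 note: recombinant mutant TCR 2C K166C tagged with TAMRA read by polarization; 0% = receptor in buffer alone and 100% = receptor with positive control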
# TDP2 inh: TDP2 (human) inhibition, absorbance primary screen; hit rate 0.34% among 370,000; inhibition, % at 12.8 µM; recombinant TDP2, T5PNP hydrolysis, p-nitrophenol absorbance 415 nm;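 active = inhibition above the mean of all tested compounds plus 3 SD, set per campaign, cut at about 25% in these data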;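 note: 0% = DMSO with enzyme and 100% = buffer with substrate but no TDP2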
#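 Read-out basis: percent inhibition. System: recombinant human TDP2. Buffer or medium: Mg2+-containing Tris-HCl buffer, pH 7.5. Repeats: single replicate. Timing: reaction 2 h, 37 °C. Benchmarks: high control without enzyme, low control DMSO plus TDP2. Probe or stimulus: 5 mM T5PNP. Doses: 12.8 µM only. Measured by: epi absorbance of p-nitrophenol freed from T5PNP by hydrolysis.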
# The depositor's hits bear a star; / = no result given. Only part of the results is shown; the hit share may differ from the screen's.
SMILES,SIAE inh,NPR2 activator,LEDGF integ inh,HTRA1 inhibitor,MBD2 DNA inh,mABHD4 FP,PRMT1 inh,rCAG RNA binder,TCR CD3 inh,TDP2 inh
O=C(Cc1ccc([N+](=O)[O-])cc1)NCCS(=O)(=O)N1CCN(c2ccccc2)CC1,-5,3,2,4,-6,-2,4,1,-10,2
CCOC(=O)[C@@H]1[C@H]2COc3cc(OC)ccc3[C@H]2N2C(=O)N(c3ccc(Br)cc3)C(=O)[C@]12C,-1,1,-3,-58,4,-9,2,4,-7,2
CC1(C)CC(N2CCN(Cc3ccccc3)CC2)=CC(=[N+]2CCCCC2)C1,3,-4,3,1,-6,1,-6,-6,-2,0
O=S(=O)(Nc1cccnc1)c1ccc(Br)c2ccccc12,1,3,3,-11,0,-8,-2,18,-1,-3
COc1ccc(-c2csc(N3C(=O)C4C5c6ccccc6C(c6ccccc65)[C@@H]4C3=O)n2)cc1 (stereo partly specified),5,1,-1,0,0,-4,0,1,5,5
c1ccc2c(c1)CNC1(CCCCC1)C2,-2,5,3,1,0,0,2,2,-7,-1
O=c1c2cc3c(cc2[nH]c(=S)n1C1CCN(Cc2ccccc2)CC1)OCO3,2,-10,3,4,2,-2,-2,-2,4,2
COc1cc(NC(=O)CSc2nnc3c(C)cc4c(C)ccc(C)c4n23)c(C(=O)O)cc1OC,-5,-4,1,1,1,2,6,-1,-1,-3
O=S(=O)(NCc1ccccn1)C(F)(F)F,2,0,-1,13,-2,-3,-1,1,1,9
O=C(CCNC(=O)c1ccccc1Cl)Nc1nc(-c2ccc3ccccc3c2)cs1,-22,5,2,-51,-2,-22,-2,3,9,-1
CCNCCNC(=O)c1c(O)c2c([nH]c1=O)CCCC2,-5,-2,-1,-1,3,3,-1,5,-2,5
Cc1cc(SCC(=O)c2cc(C)n(C)c2C)nc2ccccc12,-7,-3,-2,-8,-2,2,-3,1,-2,-5
CCOC(=O)Nc1ccc2c(c1)Sc1ccccc1N2C(=O)CCN1CCOCC1,2,3,-1,2,4,-3,0,-5,3,9
NC(c1csc(Nc2ccc(C(=O)NCCO)cc2)n1)C1CCCCC1 (stereo unspecified),8,5,-1,/,4,1,4,10,10,4
CC(C)(C)OC(=O)C[C@H]1C/C=C\C[C@@H](CC(=O)N(CCO)Cc2ccccc2)C(=O)NCCOC1=O,1,0,0,-2,-7,-3,-2,-11,-3,4
S=C(NCC1COc2ccccc2O1)Nc1ccccc1 (stereo unspecified),3,-3,-4,-6,1,1,6,-3,-7,-12
O=C(O)C(Cc1ccccc1)N1C(=O)CCC1=O (stereo unspecified),-10,7,-1,-3,-1,1,-1,3,2,-10
CCN(CC(=O)Nc1ccccc1C(F)(F)F)C(=O)COc1cccc2c1OC(C)(C)C2,-2,3,-6,-1,0,-8,1,-15,-7,-10
CCCCC(=O)N(C)c1c(CC)nc2c(OCC3CCCCC3)cccn12,2,-3,4,/,-3,13,2,2,-4,-18
O=C(O)Cc1ccc2oc(-c3cccnc3)nc2c1,-1,-2,-5,5,-4,-4,4,-2,-11,6

# A second format for some results above.
Molecule	SIAE inh	NPR2 activator	LEDGF integ inh	HTRA1 inhibitor	MBD2 DNA inh	mABHD4 FP	PRMT1 inh	rCAG RNA binder	TCR CD3 inh	TDP2 inh
COc1cc(NC(=O)CSc2nnc3c(C)cc4c(C)ccc(C)c4n23)c(C(=O)O)cc1OC	-5	-4	1	1	1	2	6	-1	-1	-3
O=S(=O)(NCc1ccccn1)C(F)(F)F	2	0	-1	13	-2	-3	-1	1	1	9
O=C(CCNC(=O)c1ccccc1Cl)Nc1nc(-c2ccc3ccccc3c2)cs1	-22	5	2	-51	-2	-22	-2	3	9	-1
CCNCCNC(=O)c1c(O)c2c([nH]c1=O)CCCC2	-5	-2	-1	-1	3	3	-1	5	-2	5
Cc1cc(SCC(=O)c2cc(C)n(C)c2C)nc2ccccc12	-7	-3	-2	-8	-2	2	-3	1	-2	-5
CCOC(=O)Nc1ccc2c(c1)Sc1ccccc1N2C(=O)CCN1CCOCC1	2	3	-1	2	4	-3	0	-5	3	9
NC(c1csc(Nc2ccc(C(=O)NCCO)cc2)n1)C1CCCCC1 (stereo unspecified)	8	5	-1	/	4	1	4	10	10	4
CC(C)(C)OC(=O)C[C@H]1C/C=C\C[C@@H](CC(=O)N(CCO)Cc2ccccc2)C(=O)NCCOC1=O	1	0	0	-2	-7	-3	-2	-11	-3	4
S=C(NCC1COc2ccccc2O1)Nc1ccccc1 (stereo unspecified)	3	-3	-4	-6	1	1	6	-3	-7	-12
O=C(O)C(Cc1ccccc1)N1C(=O)CCC1=O (stereo unspecified)	-10	7	-1	-3	-1	1	-1	3	2	-10
CCN(CC(=O)Nc1ccccc1C(F)(F)F)C(=O)COc1cccc2c1OC(C)(C)C2	-2	3	-6	-1	0	-8	1	-15	-7	-10
CCCCC(=O)N(C)c1c(CC)nc2c(OCC3CCCCC3)cccn12	2	-3	4	/	-3	13	2	2	-4	-18
O=C(O)Cc1ccc2oc(-c3cccnc3)nc2c1	-1	-2	-5	5	-4	-4	4	-2	-11	6

# 2 entries drawn at random from those above, as already listed:
SMILES,SIAE inh,NPR2 activator,LEDGF integ inh,HTRA1 inhibitor,MBD2 DNA inh,mABHD4 FP,PRMT1 inh,rCAG RNA binder,TCR CD3 inh,TDP2 inh
CCCCC(=O)N(C)c1c(CC)nc2c(OCC3CCCCC3)cccn12,2,-3,4,/,-3,13,2,2,-4,-18
COc1cc(NC(=O)CSc2nnc3c(C)cc4c(C)ccc(C)c4n23)c(C(=O)O)cc1OC,-5,-4,1,1,1,2,6,-1,-1,-3

# Continued:
SMILES,SIAE inh,NPR2 activator,LEDGF integ inh,HTRA1 inhibitor,MBD2 DNA inh,mABHD4 FP,PRMT1 inh,rCAG RNA binder,TCR CD3 inh,TDP2 inh
O=S(=O)(/C=C/c1ccccc1)N1CCN(c2ccccc2)CC1,7,-8,2,1,-7,-6,2,-4,-1,-3
O=[N+]([O-])c1ccc(CSC2=NCCS2)cc1,-7,1,5,-8,-1,-7,1,-2,3,-3
CNS(=O)(=O)c1cccc(C(=O)OCc2cc(C(C)=O)ccc2OC)c1,2,2,6,-9,-3,0,-5,-1,3,-3
O=C1C2C3C=CC(C3)C2C(=O)N1Nc1ccc([N+](=O)[O-])cc1[N+](=O)[O-] (stereo unspecified),8,3,1,-7,1,-2,-2,2,-9,-20
